# Screening results deposited in PubChem BioAssay by NCI.
# All columns: NCI-60 one-dose screen, growth in % after 48 h at 10 µM unless noted; 100 = growth as untreated, 0 = no growth, -100 = all killed.
# OVCAR-8: OVCAR-8 ovarian cancer | AID 1794782 | actives 4.4% (n = 81,000)
# CAKI-1: CAKI-1 renal cancer | actives 4.7% (n = 75,000) | AID 1794772
# OVCAR-3: OVCAR-3 ovarian cancer; actives 7% (n = 79,000)
# OVCAR-4: OVCAR-4 ovarian cancer cells; AID 1794784; actives 3.7% (n = 80,000)
# OVCAR-5: OVCAR-5 ovarian cancer; actives 2.9% (n = 82,000)
# A498: A498 renal cancer cells | actives 5.4% (n = 76,000) | AID 1794774
# ACHN: ACHN renal cancer; actives 4.9% (n = 81,000); AID 1794771
# RXF 393: RXF 393 renal cancer cells. actives 6.9% (n = 77,000). AID 1794773
# Active calls of the source: *; / = no result given; & = joins results of further samples. Rule for the calls: active = growth percent below 10; inactive = the rest.
SMILES,OVCAR-8,CAKI-1,OVCAR-3,OVCAR-4,OVCAR-5,A498,ACHN,RXF 393
Cc1cc(=O)[nH]c(N=Nc2c(O)[nH]c3ccccc23)n1,104,96,112,118,105,127,101,117
COc1ccc(-c2nc3ccccc3c3[nH]c(C)c(C(C)=O)c23)c(O)c1,95,85,90,86,90,106,79,113
O=C(O)Cc1ccc(N2N=C(c3ccccc3)CC2=O)cc1,96,104,111,117,110,93,112,111
Cc1cc(=O)n2n1-c1ccc(Br)cc1N=C(OCCCCl)C2,103,96,119,101,92,88,101,114
COc1ccc(Cc2ccc(N(C)C)c(Cl)c2)cc1,87,73,97,103,99,94,96,104
CCC[n+]1ccc(SCC(=O)n2ccc3ccccc32)c2ccccc21,99,88,101,88,102,107,98,111
O=C(O)c1cn(C2CC2)c2cc(N3CCN(Cn4nc(-c5ccccc5)oc4=S)CC3)c(F)cc2c1=O,102,95,112,102,103,/,105,119
CCOC(=O)c1ccnc(F)c1,107,86,/,102,104,105,106,114
O=C(CNCc1cc(=O)oc2ccc3ccccc3c12)N1CCOCC1,98,103,110,119,113,98,107,115
CCN(CC)CCOCC(=O)Nc1c(C)cccc1Cl,107,94,112,108,122,75,/,97
N=C1NC(=O)C(Cn2c(-c3ccccc3)nc3ccccc32)S1 (stereo not drawn),100,90,100,97,101,77,106,100
c1ccc(C(c2nc3ncncc3[nH]2)N2CSc3nc4ncncc4n3C2)cc1 (stereo not drawn),/,41,39,27,62,97,82,/
NCCCNc1nc2ccccc2c2c(=O)c3cccc(F)c3sc12,29,1.7*,19,26,67,29,8.2*,52
COc1cc2c3c(n(CCCN4CCOCC4)c(=O)c2cc1OC)-c1nc2c(cc1C3=O)OCO2,30,6.8*,8.7*,6.7*,37,77,-12*,/
C=CCN(CC=C)C(=O)Nc1cccc(C)c1,113,102,114,108,99,65,104,96

# 3 neighbouring compounds out of the list so far:
SMILES,OVCAR-8,CAKI-1,OVCAR-3,OVCAR-4,OVCAR-5,A498,ACHN,RXF 393
Cc1cc(=O)[nH]c(N=Nc2c(O)[nH]c3ccccc23)n1,104,96,112,118,105,127,101,117
COc1ccc(-c2nc3ccccc3c3[nH]c(C)c(C(C)=O)c23)c(O)c1,95,85,90,86,90,106,79,113
O=C(O)Cc1ccc(N2N=C(c3ccccc3)CC2=O)cc1,96,104,111,117,110,93,112,111

# (list continues)
SMILES,OVCAR-8,CAKI-1,OVCAR-3,OVCAR-4,OVCAR-5,A498,ACHN,RXF 393
NC(=O)c1cc2cc(CN3CCCCC3)ccc2o1,108,103,114,106,98,103,101,108
CCOC(=O)c1nnn(-c2ccc(OC)cc2)c1-c1cc(OC)c(OC)c(OC)c1,105,89,119,90,92,83,99,95
CCOC(=O)c1[nH]c(C)c(Br)c1C,102,91,107,90,99,84,109,91
COC(=O)c1ccccc1Cl,102,100,105,103,106,89,106,121
O=C(Nc1ccc(C2=NCCN2)cc1)c1cccc(C(=O)Nc2ccc(C3=NCCN3)cc2)c1,107,99,111,96,100,74,114,122
CCC(=O)c1cc([N+](=O)[O-])c(Br)s1,91,96,82,109,99,87,/,91
COc1ccc(/C(=C\c2cc(OC)c(OC)c(OC)c2)C(=O)N2CCCNCC2)cc1,103,/,116,112,111,99,109,98
O=c1[nH]cccc1N=Nc1ccc(S(=O)(=O)NC2NCCS2)cc1 (stereo not drawn),103,/,105,111,106,109,104,111
Cn1ccnc1C(=O)/C=C/c1ccc(C(=O)Nc2ccc(Cl)cc2)cc1,14,-2.1*,-13*,18,13,20,-40*,-57*
COc1cc(OC)c(/C=N/NC(=S)NC23CC4CC(CC(C4)C2)C3)c(OC)c1,92,96,96,87,106,93,102,99
COc1cc(-c2nc(NC(C)=O)sc2-c2ccnc(NCCCNS(=O)(=O)c3ccc(Cl)cc3)n2)ccc1Cl,71,68,69,71,106,65,47,70
CC(C)C(C(=O)CCN(C)C)c1ccc(Cl)cc1 (stereo not drawn),93,102,108,109,115,/,101,/
CCCc1cn(CC(=O)Nc2nc3ccccc3s2)nn1,100,88,107,109,99,129,101,114
COc1ccc(-c2cc(-c3cc(OC)c(OC)c(OC)c3)c(C#N)c(=O)n2CCCCC(=O)O)cc1,92,71,100,91,105,86,91,99
Cn1cccc1/C=C1/SC(=S)N(CCc2ccc(O)cc2)C1=O,67,45,39,89,96,82,60,77
COc1cc(-c2nc(-c3nnc(-c4ccc(C(F)(F)F)cc4)o3)c3ccccn23)cc(OC)c1OC,64,87,94,79,103,73,81,109
CCOC(=O)c1cc2c3c(ccc(NS(=O)(=O)c4ccccc4OC)c3n1)N(C)C2=O,80,/,70,64,74,86,82,79
CCCSSCCC,104,92,106,107,101,89,100,118
CCCCCC(O)(CCCC)CCCCC,96,106,82,115,95,82,122,97
Cc1nc2ccccc2n1CC1C(=O)NC(=O)NC1=O,105,104,119,107,103,-34*,109,123
COc1cc(/C=C/C(=O)/C=C(/C=C/c2cc(OC)c(OC(=O)C(C)c3ccc(CC(C)C)cc3)c(OC)c2)OB(F)F)cc(OC)c1OC(=O)C(C)c1ccc(CC(C)C)cc1 (stereo not drawn),100,87,110,85,103,103,101,126
CC[C@@]12C=CCN3CC[C@]4(c5cc(NC(=O)COc6cc(OCC(=O)Nc7cc8c(cc7OC)N(C)[C@H]7[C@@](O)(C(=O)OC)[C@H](OC(C)=O)[C@]9(CC)C=CCN%10CC[C@]87[C@@H]%109)cc7oc(-c8ccccc8)cc(=O)c67)c(OC)cc5N(C)[C@@H]4[C@](O)(C(=O)OC)[C@H]1OC(C)=O)[C@H]32,29,47,-27*,29,30,59,85,/
CCN(CC)CCSCCCNc1c2ccc(Cl)cc2nc2ccc(OC)cc12,-29*,-23*,/,-34*,-17*,-78*,-78*,/
N#C/C(=C\c1ccc(Cl)cc1)c1cc2ccccc2[nH]1,96,79,102,83,99,89,102,112
OCCN1CCC(CCCC2CCNCC2)CC1,108,95,115,107,105,100,116,96
C=C1C(=O)O[C@H]2[C@H]1CC/C(Cn1cc(-c3cc(C(F)(F)F)cc(C(F)(F)F)c3)nn1)=C\CC[C@@]1(C)O[C@@H]21,-86*,-95*,-93*,-95*,-69*,-95*,-93*,-91*
CCOc1ccc(/C=C2\CCc3ccccc3C2=O)cc1,115,92,117,82,89,109,108,222
CN1CCC(=O)NC1=O,104,113,110,/,/,90,/,107
Cc1nc([C@H]2CC[C@H]3[C@@H]4CCC5=CC(=O)CC[C@]5(C)[C@H]4CC[C@]23C)cs1,48,/,96,27,91,74,69,/
N#Cc1ccccc1/C=N/NC1=NCCN1S(=O)(=O)c1ccc([N+](=O)[O-])cc1,97,82,101,90,102,96,95,115
CC/C(=C(\CC)c1cc(C)c(O)c(C)c1)c1ccccc1,95,94,105,103,107,79,111,103
COc1ccccc1/C=C/c1c(C(=O)O)cccc1[N+](=O)[O-],104,99,111,112,104,86,104,114
C=CCOC(=O)c1ccccc1,95&94,97,98&120,104&120,104&104,100&120,101&104,102&111
O=C(O)c1cnccn1,112,104,120,122,108,125,108,114
O=C1CC2(CCCCC2)CC(=O)N1,110,110,103,89,110,92,101,/
NC1=NN(O)C2=CC([N+](=O)[O-])C=CC2=N1 (stereo not drawn),99,94,100,108,118,109,105,115
[O-][N+](=C(c1ccccc1)c1ccccc1)c1ccccc1,103&105,98,116&114,97,101&104,97&75,98&96,118&114
Cc1cc(C)c2c(N)c(C(=O)Nc3ccc(OC(F)(F)F)cc3)sc2n1,94,75,109,81,92,142,82,102
COc1ccc(C2CC(c3ccc(Nc4ccnc5cc(Cl)ccc45)cc3)=NN2c2ccc(Cl)cc2)cc1 (stereo not drawn),97,90,98,99,98,61,100,92
COc1ccc(CCNC(=O)C(O)C(Cc2ccccc2)NC(=O)c2[nH]c3ccccc3c(=O)c2C)cc1 (stereo not drawn),103,102,109,101,98,104,104,105
NS(=O)(=O)c1ccc(C(=O)NN2C(=O)c3ccccc3C2=O)cc1,107,94,108,113,110,73,112,120
CCOC(=O)C(CCc1ccccc1[N+](=O)[O-])(CCc1ccccc1[N+](=O)[O-])C(=O)OCC,94,70,86,72,104,53,82,83
CCCCNC(=O)NS(=O)(=O)c1ccc(CCl)cc1,100,99,103,98,99,101,100,93
O=[N+]([O-])c1ccc2c(c1)C(N1CCN(CCO)CC1)Cc1ccc(F)cc1S2 (stereo not drawn),95,70,82,90,80,87,69,94
O=C(Cl)c1ccc(C(=O)Cl)cc1,89,/,107,95,103,84,/,110

# Some of the entries so far, with bars between the fields.
Structure | OVCAR-8 | CAKI-1 | OVCAR-3 | OVCAR-4 | OVCAR-5 | A498 | ACHN | RXF 393
NS(=O)(=O)c1ccc(C(=O)NN2C(=O)c3ccccc3C2=O)cc1 | 107 | 94 | 108 | 113 | 110 | 73 | 112 | 120
NC1=NN(O)C2=CC([N+](=O)[O-])C=CC2=N1 (stereo not drawn) | 99 | 94 | 100 | 108 | 118 | 109 | 105 | 115

# Record cards, from the list above. Screens in order: OVCAR-8	CAKI-1	OVCAR-3	OVCAR-4	OVCAR-5	A498	ACHN	RXF 393
# CC/C(=C(\CC)c1cc(C)c(O)c(C)c1)c1ccccc1 in the list: 95	94	105	103	107	79	111	103
# C=CCOC(=O)c1ccccc1 in the list: 95&94	97	98&120	104&120	104&104	100&120	101&104	102&111

# The list continues.
SMILES,OVCAR-8,CAKI-1,OVCAR-3,OVCAR-4,OVCAR-5,A498,ACHN,RXF 393
O=[N+]([O-])c1ccc(-c2cnc3nonc3n2)cc1,92,102,96,96,112,95,100,117
O=C(CCCCCCN1CC(=O)N2[C@@H](c3ccc(Br)cc3)c3[nH]c4ccccc4c3C[C@H]2C1=O)NO,47,57,/,85,47,89,67,72
Cc1ccc(S(=O)(=O)Nc2cccc(Cn3c(=O)[nH]c4ccc(Oc5ncccn5)cc4c3=O)c2)cc1,91,93,39,91,87,78,88,80
Cc1c(Br)c(C)c([N+](=O)[O-])c(C)c1[N+](=O)[O-],102,97,113,95,86,77,98,118
Cc1cc(Nc2ccc(C)c(Cl)c2)nc(N)n1,108,90,95,105,106,93,110,96
CS(=O)(=O)Nc1ccc(CC(=O)N2CCN(c3ccc(C(F)(F)F)cn3)CC2)cc1,92,72,82,79,102,90,87,115
COc1cc(-c2cncn2-c2ccc(-c3nc4ccc(F)cc4s3)cc2)cc(OC)c1OC,94,52,94,91,85,76,96,93
COc1ccc(-c2c(-c3ccc(OC)c(O)c3)cnc3ncnn23)cc1,101,95,112,104,103,92,105,/
c1ccc(C(c2c[nH]c3ccccc23)N2CCCC2)cc1 (stereo not drawn),103,91,104,92,101,88,95,108
O=[N+]([O-])c1ccc(/C=N/c2nn[nH]n2)cc1 (tested in a mixture with another compound),105,94,113,106,124,84,/,114
O=Cc1ccc(Cl)c(Cl)c1,101,111,116,96,100,83,103,94
CC1=C(C(=O)Nc2ccccn2)C(c2cn(-c3ccccc3)nc2-c2ccc(Cl)cc2)C(C(=O)Nc2ccccn2)=C(C)N1,102,70,96,88,94,106,95,105
C=CCOc1c(CCC)cc(CCC)cc1C(N)=O,106,93,115,89,105,89,98,84
COc1ccc(C(=O)NNc2nccc(Nc3ccc(S(=O)(=O)Nc4ccncc4)cc3)n2)cc1,106,103,98,109,101,108,101,99

# The order is random; overall some 10% were active at least once.
